OXTR potentiator: potentiates the human oxytocin receptor response | hit rate 0.061% among 320,000 | AID 2445 | P30559 | activation, % at 3 µM | CHO-OTR cells, Fluo-8 calcium fluorescence, potentiator mode; 0% = oxytocin EC15, 100% = EC100;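 active means activation above that plate's cutoff, the mean activation of tested compounds plus 3 SD, cut at about 6.6% in these data, passing the limit was not always enough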;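 further: 100% uses oxytocin at 75 nM as the full agonist control; some results filed as inactive read as strong as hits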
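System: human OTR in CHO cells; Also added: sub-maximal oxytocin, roughly EC15; Timing: compound 6 min at room temperature before oxytocin, 100 s read; Technique: Fluo-8 intracellular calcium fluorescence, ex 470-495, em 515-575 nm; Controls: oxytocin EC15 low and EC100 high; Replication: singlicate.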
M1 PAM parental: counter-screen for M1 PAMs: effect in parental CHO-K1 cells; ATP EC20, Fluo-8 calcium fluorescence; 0% at ATP EC20, 100% at ATP max; hit rate 0.02% among 360,000; AID 602247; activation, % at 3 µM;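 active means activation above the run cutoff, the mean activation of all test compounds plus 3 SD, cut at about 40% in these data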;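 further: peak over basal fluorescence ratio in a 140 s read after ATP addition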
CHO-K1 Ca antag: M1 antagonist counterscreen hit in parental CHO-K1 cells. inhibition, % at 3 µM. ATP-induced calcium, Fluo-8 fluorescence. hit rate 0.6% among 360,000. AID 602250;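 active means inhibition above a per-plate cutoff, the plate's mean sample inhibition plus 3 SD, cut at about 24% in these data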;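 further: 0% = DMSO plus EC80 ATP and 100% = DMSO alone without ATP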
CHO parental Ca: counter-screen: ATP calcium response change in parental CHO cells | AID 463079 | hit rate 0.63% among 330,000 | parental CHO-K1, ATP-induced calcium, Fluo-8 fluorescence | inhibition, % at 5.6 µM;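 active means inhibition above that plate's mean sample inhibition plus 3 SD, cut at about 26% in these data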;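 further: 0% = ATP-challenged DMSO wells and 100% = DMSO wells without ATP; some compounds past the cut are filed as inactive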
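Test system: untransfected parental CHO cell line; also added: ATP stimulus; dosing: 5.6 µM, single dose; signal: calcium-sensitive Fluo-8 fluorescence; measure: percent inhibition of ATP-evoked calcium rise, normalized to controls; benchmarks: low control ATP plus DMSO, high control DMSO only; replication: one well per compound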
CHO-K1 Ca ag: counter-screen for M1 agonists: effect in parental CHO-K1 cells; Fluo-8 calcium fluorescence; scaled to maximal ATP response, vehicle zero; activation, % at 3 µM; hit rate 0.48% among 360,000; in the data active means activation above about 15%;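 further: untransfected CHO-K1 host cells lacking M1 receptor as counterscreen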
TAAR1 antag: human TAAR1 antagonism. Q96RJ0. CHO RD-HGA16 TAAR1, Fluo-8 calcium fluorescence, antagonist. inhibition, % at 3 µM. hit rate 1.5% among 360,000. AID 624466;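 active means inhibition above a per-plate cutoff, the mean inhibition of test compounds on that plate plus 3 SD, cut at about 49% in these data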;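 further: 0% = DMSO plus EC80 beta-PEA response and 100% = DMSO alone without agonist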
Target sequence (Q96RJ0 whole entry, looked up): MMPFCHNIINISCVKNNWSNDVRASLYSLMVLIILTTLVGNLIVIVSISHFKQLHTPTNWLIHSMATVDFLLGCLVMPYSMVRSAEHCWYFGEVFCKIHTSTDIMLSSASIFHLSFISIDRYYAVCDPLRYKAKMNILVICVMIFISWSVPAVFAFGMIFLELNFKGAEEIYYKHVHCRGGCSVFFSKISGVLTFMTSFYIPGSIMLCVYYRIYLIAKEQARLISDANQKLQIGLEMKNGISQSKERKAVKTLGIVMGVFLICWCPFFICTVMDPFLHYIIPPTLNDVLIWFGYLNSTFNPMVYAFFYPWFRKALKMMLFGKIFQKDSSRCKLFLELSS
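Assay system: CHO-derived RD-HGA16 cells stably expressing human TAAR1 plus Gα16. Timing: 140 s kinetic read after compound, 140 s after agonist. Technique: kinetic Fluo-8 calcium fluorescence measurement. Measure: % inhibition of agonist calcium response.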
V1aR counter: activates human V1a receptor in oxytocin agonist counter-screen; P37288; CHO-V1R cells, Fluo-8 calcium fluorescence, agonist mode; 0% DMSO, 100% 3 nM vasopressin; hit rate 0.25% among 320,000; activation, % at 3 µM;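 active means activation above the mean activation of all tested compounds plus 3 SD, per screening run, cut at about 20% in these data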;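 further: signal is peak over basal fluorescence ratio across a 100 second FLIPR read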
Target sequence (P37288 whole entry, looked up): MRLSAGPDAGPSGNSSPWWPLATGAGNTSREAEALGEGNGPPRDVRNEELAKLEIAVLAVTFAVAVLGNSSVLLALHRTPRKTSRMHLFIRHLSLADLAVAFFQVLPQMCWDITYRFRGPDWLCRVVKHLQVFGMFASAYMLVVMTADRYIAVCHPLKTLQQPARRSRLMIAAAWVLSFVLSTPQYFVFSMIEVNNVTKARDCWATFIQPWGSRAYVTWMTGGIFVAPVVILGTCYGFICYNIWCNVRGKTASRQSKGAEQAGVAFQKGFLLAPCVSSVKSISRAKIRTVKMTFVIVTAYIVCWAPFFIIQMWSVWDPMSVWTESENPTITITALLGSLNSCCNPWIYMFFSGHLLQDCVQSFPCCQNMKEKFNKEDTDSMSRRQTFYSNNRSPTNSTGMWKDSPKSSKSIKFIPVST
GPR7 antag: human neuropeptides B/W receptor 1 antagonism. hit rate 1.1% among 290,000. P48145. inhibition, % at 4.4 µM. GPR7-expressing cells, fluorescence antagonist assay; in the data active means inhibition above about 16%, passing the limit was not always enough;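 further: cells stimulated with the agonist NPW; 0% = agonist with vehicle and 100% = vehicle without agonist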
Target sequence (P48145 whole entry, looked up): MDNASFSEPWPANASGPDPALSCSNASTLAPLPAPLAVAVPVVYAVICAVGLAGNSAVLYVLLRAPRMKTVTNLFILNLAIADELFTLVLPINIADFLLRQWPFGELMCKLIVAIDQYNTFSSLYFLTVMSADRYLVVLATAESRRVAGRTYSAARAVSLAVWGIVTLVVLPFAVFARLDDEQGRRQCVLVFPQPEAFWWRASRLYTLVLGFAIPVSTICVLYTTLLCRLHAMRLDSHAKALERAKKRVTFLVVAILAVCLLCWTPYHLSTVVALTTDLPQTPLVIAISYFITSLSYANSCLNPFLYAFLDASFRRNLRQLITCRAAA
OXTR ag: activates the human oxytocin receptor | P30559 | CHO-OTR cells, Fluo-8 calcium fluorescence; normalized: DMSO 0%, oxytocin 100% | activation, % at 3 µM | hit rate 0.32% among 320,000 | AID 2435;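 active means activation above the mean of all tested compounds plus 3 SD, cutoff set per screening run, cut at about 20% in these data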;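 further: peak over basal fluorescence ratio from a 100 s FLIPR kinetic read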
The depositor's hits bear a star; . = no result given.

SMILES	OXTR potentiator	M1 PAM parental	CHO-K1 Ca antag	CHO parental Ca	CHO-K1 Ca ag	TAAR1 antag	V1aR counter	GPR7 antag	OXTR ag
O=C(c1cc(-c2ccncc2)nc2ccc(Br)cc12)N1CCN(Cc2ccc3c(c2)OCO3)CC1	-17	-5	21	-14	6.5	62*	8.8	-5	0.7
CC(=O)N1CCN(c2ccc(NC(=O)c3ccco3)cc2)CC1	6	22	-21	-5	0.9	-2	0.2	-13	1.4
O=C(CSc1ncnc2scc(-c3ccccc3)c12)NC1CCS(=O)(=O)C1 (stereo unspecified)	-5	20	-7	-13	1.1	-11	-1.0	-5	-1.8
COc1ccc(C(=O)Nc2cccc(C)c2)cc1S(=O)(=O)N1CCOCC1	-1	8	-17	-13	1.6	-10	0.0	-21	-0.6
O=C(CCc1ccc(O)cc1)NN=Cc1ccc2c(c1)OCO2	.	13	-13	.	2.0	12	.	.	.
CC12CCC(=O)N1C(C(=O)NNC(=O)COc1cccc(C(F)(F)F)c1)CS2 (stereo unspecified)	-4	18	-4	3	0.7	-29	0.1	.	-0.8
CC1=NN(Cc2ccccc2)C(=O)C1C(c1ccncc1)C(C#N)C#N (stereo unspecified)	-16	12	-2	-5	0.1	-10	-0.4	-3	-1.0
Cn1nnc(NC(=S)NC(=O)c2cc(Cl)ccc2Cl)n1	-7	3	-14	-18	-0.1	-16	-0.3	-7	-0.7
O=C1CCc2cc(S(=O)(=O)NCc3ccccc3)cc3c2N1CC3	-2	-27	11	-3	0.3	-20	1.2	.	1.7
CC1(c2ccc(OCC(N)=O)cc2)NC(=O)NC1=O (stereo unspecified)	-8	0	-2	3	0.0	-16	0.4	7	-0.3
CCC(Sc1nc2ncccc2[nH]1)C(=O)N1CCOCC1 (stereo unspecified)	-5	21	-7	-11	0.3	-1	-0.1	-4	0.3
CCN1CCN(Cc2nc3c(c(=O)n(C)c(=O)n3C)n2C(C)C(C)=O)CC1 (stereo unspecified)	-8	7	20	-2	0.2	-11	1.0	-15	0.0
CCN1CC(CN(C)Cc2nc(-c3cccs3)no2)CC1=O (stereo unspecified)	1	21	-10	-5	2.3	-7	1.0	10	1.3
O=C(Nc1ccc2c(c1)oc1ccccc12)N1CCOCC1	-15	13	3	-21	0.0	10	-0.1	5	0.0
COC(=O)c1ccccc1S(=O)(=O)N1Cc2cc([N+](=O)[O-])ccc2Oc2ccccc21	-1	10	4	-7	0.6	11	-0.7	-6	-2.2
COc1cc(O)c(C(C)=O)c(OC)c1	.	30	-13	.	0.0	-6	.	.	.
Cc1ccccc1Cc1c(C)nc2c(C(=O)N3CCN(Cc4ccc5c(c4)OCO5)CC3)cnn2c1C	1	17	-18	-3	0.2	-10	-0.1	-5	-0.1
COc1ccc(C2/C(=C(/O)c3ccc4c(c3)CC(C)O4)C(=O)C(=O)N2Cc2cccnc2)cc1 (stereo unspecified)	-4	25	-19	-23	1.4	0	-0.8	-7	-0.7
COc1ccc(CC(=O)N2CCN(c3ccccn3)CC2)cc1	-9	-5	6	0	-0.2	-2	0.3	4	-1.3
Cc1cc(C)c2oc(=O)cc(CN3CCN(Cc4ccc5c(c4)OCO5)CC3)c2c1	.	-8	9	.	-0.2	3	.	-11	.
CSc1n[nH]c(NCc2ccccc2)n1	-8	22	-13	-6	0.6	1	0.5	-5	-1.3
COc1ccc(C2CC3(O)NC(=O)C(C#N)(C3C)C2(C#N)C#N)cc1 (stereo unspecified)	-2	10	-12	-5	0.3	3	0.3	-7	2.1
COc1cccc(C(c2sc3nc(C)nn3c2O)N2CCN(c3ccccc3F)CC2)c1 (stereo unspecified)	-7	17	-10	-6	0.8	.	0.6	6	0.2
CNC[C@@H]1OCc2ccccc2-c2ccccc2C(=O)N([C@@H](C)CO)C[C@@H]1C	.	15	1	.	0.4	11	.	.	.
O=C(CSc1nc(=O)n2ccccc2n1)OCc1ccccc1	-4	-8	8	7	1.2	-20	0.4	.	0.3
O=C1c2ccccc2-c2onc3ccc(NCCCn4ccnc4)c1c23	-11	.	.	40*	.	.	45*	-6	82*
CCNC(=S)N1CCC(C(=O)c2ccc(F)cc2)CC1	.	19	-7	.	0.9	-8	.	.	.
Cc1cccc([C@@H]2[C@@H]3C(=O)N(Cc4ccccc4)C(=O)[C@@H]3[C@]3(CC(C)C)C(=O)N(c4cccc(Cl)c4)C(=O)N23)c1	0	27	-29	-28	1.1	-7	0.1	-1	2.5
O=C(NCc1ccc(Cl)nc1)c1ccc2nc([C@@H]3O[C@H](CO)[C@H](O)[C@H](O)[C@H]3O)[nH]c2c1	.	-2	5	.	-0.1	-3	.	.	.
Cc1sc2nc[nH]c(=O)c2c1-c1ccc(F)cc1	-15	14	-10	-11	1.1	-3	4.6	14	0.3
COc1ccc(NC(=O)COC(=O)c2cc(OC)c(OC)c(OC)c2)c([N+](=O)[O-])c1	1	25	-18	-15	1.8	-9	-0.8	-10	-0.1
Cn1c(Cl)c(/C=N/OC(=O)C2CC2)c2ccccc21	-8	19	-14	-12	-0.1	-6	-1.8	-10	-2.4
COc1ccc(C(=O)N2CCC(n3nccc3NC(=O)C3CCOC3)CC2)cc1 (stereo unspecified)	-9	-3	8	-9	0.3	3	1.3	-14	-0.4
N#Cc1ccc(CSc2ccc(S(=O)(=O)N3CCCC3)cn2)cc1	-13	21	-10	24	4.4	37	3.6	.	0.5
CC(=O)N1CCN(c2ccc(NCc3ccc(F)cc3)cc2)CC1	5	12	5	-14	1.3	-8	0.9	-9	1.9
Cc1ccc(C(=O)OCC(=O)N2CCC(Cc3ccccc3)CC2)cc1N	-7	6	-11	-6	1.8	-1	0.5	-9	-0.7
CC(Nc1c([N+](=O)[O-])c(=O)oc2ccccc12)c1ccccc1 (stereo unspecified)	-11	17	-16	10	4.5	-10	6.0	-11	4.5
CCc1nnc(NC(=O)CC23CC4CC(CC(C4)C2)C3)s1	-7	11	-4	-12	2.0	-12	-0.1	-3	-1.7
COc1cc(C(=O)NCC(c2ccco2)N2CCCC2)ccc1OCc1ccc(Cl)cc1Cl (stereo unspecified)	.	8	-16	.	4.0	7	.	.	.
O=C(CSc1nnc(-c2cccs2)n1-c1ccccc1)N1CCOCC1	3	-24	35*	-8	0.2	-13	0.6	-6	0.9
Cc1ccc2nc(N3CCN(C(=O)c4ccc(F)cc4)CC3)c(C#N)cc2c1	-15	6	-3	-16	1.0	12	1.4	-12	-0.9
CCn1c(SCC(=O)NCc2ccc3c(c2)OCO3)nnc1-c1cccs1	-4	29	-7	-13	0.4	10	0.1	-2	-0.4
CC(=O)Nc1cc(-c2ccccc2Cl)cn2c(-c3ccc(S(C)(=O)=O)cc3)cnc12	.	2	-2	.	1.1	16	.	.	.
CCC(C)NCCOCCOc1cc(C)c(Cl)c(C)c1 (stereo unspecified)	-8	10	-1	-1	1.0	-11	-0.7	2	3.8
CCCCOc1c(Cl)cc(CNC(C)(C)CO)cc1OCC	2	18	-7	-11	1.9	-8	3.9	-5	2.1
O=C(N/N=C/c1cccc(NC(=O)c2ccc(Cl)cc2)c1)c1cccc(O)c1	0	-8	-8	-17	3.3	73*	0.4	-6	-0.6
Cn1c(=O)c2c(ncn2CC(=O)N/N=C/c2c[nH]c3ccccc23)n(C)c1=O	-8	.	.	-3	.	.	-0.9	-17	0.4
CCn1c2ccccc2c2nnc(SCCN3CCOCC3)nc21	-4	16	-8	-19	1.5	7	0.7	-13	-1.1
CCOc1ccc(S(=O)(=O)n2ccnc2C)cc1	4	.	.	-4	.	.	-0.4	-4	0.2
C/C(CC(=O)Nc1cc(C)ccn1)=N\NC(=O)c1ccc(C(C)(C)C)cc1	2	-1	-3	-2	-0.3	1	0.0	-5	0.2
CC(C)COC(=O)c1ccc2c(c1O)C(=O)c1ccccc1C2=O	4	10	-4	8	0.1	-6	-0.9	2	0.4
CCOc1ccc(NC(=O)CCN2C(=O)C3CCCCC3C2=O)cc1OCC (stereo unspecified)	-9	12	-10	-21	0.3	5	0.2	.	0.3
CCCc1cc(=O)[nH]c(SCC(=O)N2CCc3ccccc32)n1	-7	-3	-6	-1	-0.4	4	0.0	.	-1.3
COc1ccc(CCNC(=O)CCCn2nc(C)c([N+](=O)[O-])c2C)cc1OC	1	23	-5	-16	8.4	-22	0.6	8	0.6
Cn1c(CC(=O)NN)c(Sc2ccccc2)c2ccccc21	-13	17	-19	-22	1.0	-28	0.3	-26	-0.5
Cc1c(Br)cc(C(=O)OC2CCN(C)CC2)c(C)c1C	-4	20	-20	-15	3.1	-3	-0.1	-4	2.1
Cc1sc2ncnc(SCC(=O)NNC(=O)COc3cccc4ccccc34)c2c1C	3	-6	-5	-4	0.2	-2	0.0	15	0.8
CCCNC(=O)OC1CC2CC1[C@H]1CCCCN1C2=O (stereo partly specified)	.	-12	12	.	0.3	-6	.	.	.
Cc1cccc(C)c1OCCOC(=O)c1ccc(S(=O)(=O)N2CCCC2)cc1	.	-9	11	.	2.9	17	.	.	.
COCCNc1ccc(-c2n[nH]c(=O)c3ccccc23)cc1[N+](=O)[O-]	-7	3	-14	-14	1.4	3	1.1	9	0.6
More compounds.
SMILES	OXTR potentiator	M1 PAM parental	CHO-K1 Ca antag	CHO parental Ca	CHO-K1 Ca ag	TAAR1 antag	V1aR counter	GPR7 antag	OXTR ag
COc1ccc(C2C3=C(CCCC3=O)NC3=C2C(=O)c2ccccc23)cc1 (stereo unspecified)	0	26	-20	-7	0.3	-11	-0.7	-14	-1.9
COc1ccc(CN2C(=O)CN=C2Nc2cccc(C)c2C)cc1	-6	24	-16	-8	2.4	-23	3.0	1	1.8
COc1cc(/C=N/n2c(C)n[nH]c2=S)ccc1OCc1ccccc1	-13	19	-12	-7	0.4	-11	-0.7	-14	-1.3
Cc1cccc(-c2noc(CCCC(=O)N3CCOCC3)n2)c1	-11	4	-12	-8	5.7	13	2.4	-3	3.9
O=C(NCc1ccccc1CN1CCCC1)c1cc2cc(Cl)ccc2o1	-5	4	-15	-12	0.3	2	0.9	.	0.2
CCOC(=O)c1c(-c2ccccc2)oc2ccc(O)c(CN(C)C)c12	-11	7	-4	-12	0.4	2	-0.7	-3	2.4
Brc1ccsc1/C=N/Nc1ccccc1	-4	-16	1	-12	-0.2	0	-0.1	.	-0.8

Full records, quoted from the list.
CCC(C)NCCOCCOc1cc(C)c(Cl)c(C)c1 (stereo unspecified) reads OXTR potentiator: -8; M1 PAM parental: 10; CHO-K1 Ca antag: -1; CHO parental Ca: -1; CHO-K1 Ca ag: 1.0; TAAR1 antag: -11; V1aR counter: -0.7; GPR7 antag: 2; OXTR ag: 3.8
Cc1sc2nc[nH]c(=O)c2c1-c1ccc(F)cc1 reads OXTR potentiator: -15; M1 PAM parental: 14; CHO-K1 Ca antag: -10; CHO parental Ca: -11; CHO-K1 Ca ag: 1.1; TAAR1 antag: -3; V1aR counter: 4.6; GPR7 antag: 14; OXTR ag: 0.3

An unsorted share of the library. Share with any hit: about 3.5%.
